# INS-1E ATP HTS = protection of INS-1E cells from cytokine death, primary screen, ATP luminescence, single point. AID 488910, 2010. INS-1E cytokine-induced death, 48 h; normalised: neutral wells 0, positive control 100. 20,000 compounds, 0.1% hits. protection from cytokine-induced ATP loss, % at 10 µM;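 active means mean replicate protection from cytokine-induced ATP loss at least 50% and at least 75% of replicates each reaching 50%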
#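 Test system: INS-1E rat cells | Quantity: 8000 cells per well | Medium: Phenol-red-free RPMI with 5% fetal bovine serum | Reagent: Cytokine cocktail of IFN-γ, TNF-α and IL-1β | Doses: One compound concentration, pin transfer | Timing: 48 h co-treatment, 10 min post-lysis read | Technique: Luminescent ATP assay (CellTiter-Glo)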
# T cruzi intra = inhibitors of intracellular Trypanosoma cruzi, primary screen, cell-based, plate reader, single point, set 2. activity score (inhibition), % at 5.01 µM. intracellular Trypanosoma cruzi in host cells. 22,000 compounds, 4.9% hits; in the data active means activity score above about 55%;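 further: parasites and compound incubated about four days before reading; 0% = median of neutral control wells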
# * = called active by the depositor; / = no result given.
SMILES,INS-1E ATP HTS,T cruzi intra
COc1ccc(CN(C)C[C@@H]2Oc3ccc(NS(=O)(=O)c4ccccc4)cc3CC(=O)N([C@@H](C)CO)C[C@@H]2C)cc1,4,17
COc1ccc(CN(C)C[C@H]2Oc3ccc(NS(C)(=O)=O)cc3C(=O)N([C@@H](C)CO)C[C@@H]2C)cc1,3,7
CC(C)NC(=O)Nc1cccc2c1O[C@@H](CN(C)S(=O)(=O)c1ccc(Cl)cc1)[C@@H](C)CN([C@@H](C)CO)C2=O,10,-95
C[C@@H]1CN([C@H](C)CO)C(=O)c2cc(NC(=O)Nc3ccc(C(F)(F)F)cc3)ccc2O[C@H]1CN(C)S(=O)(=O)c1ccccc1,-37,70*
C[C@H](CO)N1C[C@H](C)[C@H](CN(C)Cc2ccncc2)Oc2ccc(NC(=O)Cc3cn(C)c4ccccc34)cc2CC1=O,5,5
C[C@H](CO)N1C[C@H](C)[C@@H](CN(C)C(=O)Nc2cccc3ccccc23)Oc2ccc(NC(=O)C3CC3)cc2C1=O,4,-15
C[C@H]1CN([C@@H](C)CO)C(=O)Cc2cc(NS(=O)(=O)c3cccs3)ccc2O[C@@H]1CN(C)CC1CCCCC1,-1,11
CNC[C@@H]1Oc2ccc(N(C)C)cc2CC(=O)N([C@H](C)CO)C[C@@H]1C,9,-32
CC1(C)COC(CCC/C=N/NC(=O)c2ccccn2)OC1,5,-6
C[C@H]1CN([C@@H](C)CO)C(=O)Cc2cc(NS(=O)(=O)c3ccc(F)cc3)ccc2O[C@@H]1CN(C)S(=O)(=O)c1cccs1,-3,5
CNC[C@@H]1Oc2ccc(N)cc2C(=O)N([C@@H](C)CO)C[C@H]1C,-2,-16
COc1ccc(NC(=O)Nc2cccc3c2O[C@@H](CN(C)S(=O)(=O)c2ccc(OC)cc2)[C@@H](C)CN([C@@H](C)CO)C3=O)cc1,-9,-11
COc1ccc(NC(=O)Nc2ccc3c(c2)C(=O)N([C@@H](C)CO)C[C@@H](C)[C@H](CN(C)C(=O)Nc2c(C)noc2C)O3)cc1,10,-27
C[C@@H]1CN([C@H](C)CO)C(=O)Cc2cc(NC(=O)C3CCCCC3)ccc2O[C@H]1CN(C)C(=O)Nc1ccc(C(F)(F)F)cc1,7,3
C[C@H]1CN([C@@H](C)CO)C(=O)c2cc(NC(=O)C3CC3)ccc2O[C@@H]1CN(C)C(=O)Nc1ccc2c(c1)OCO2,/,1
Cc1noc(C)c1NC(=O)Nc1ccc2c(c1)C(=O)N([C@@H](C)CO)C[C@H](C)[C@H](CN(C)S(=O)(=O)c1ccc(Cl)cc1)O2,6,-14
CC(C)NC(=O)Nc1ccc2c(c1)CC(=O)N([C@@H](C)CO)C[C@H](C)[C@H](CN(C)CC1CC1)O2,7,3
Cc1ccc(S(=O)(=O)Nc2ccc3c(c2)C(=O)N([C@@H](C)CO)C[C@@H](C)[C@@H](CN(C)C(=O)Nc2ccc(C(F)(F)F)cc2)O3)cc1,-25,68*
C[C@@H]1CCCCO[C@H](CN(C)Cc2ccc3c(c2)OCO3)[C@@H](C)CN([C@H](C)CO)C(=O)c2cc(NC(=O)Nc3ccccc3)ccc2O1,-5,-10
C[C@H](CO)N1C[C@H](C)[C@H](CN(C)S(=O)(=O)c2ccc(F)cc2)Oc2ccc(NC(=O)Cc3ccccc3)cc2C1=O,-3,12
C[C@@H]1CN([C@@H](C)CO)C(=O)c2cc(NC(=O)CCCN(C)C)ccc2O[C@@H]1CN(C)S(=O)(=O)c1ccc(F)cc1,-2,-17
C[C@@H]1CN([C@H](C)CO)C(=O)Cc2cc(NS(C)(=O)=O)ccc2O[C@@H]1CN(C)CC1CCCCC1,8,1
COc1ccc(S(=O)(=O)Nc2ccc3c(c2)C(=O)N([C@H](C)CO)C[C@H](C)[C@@H](CN(C)S(=O)(=O)c2c(C)noc2C)OCCCC[C@@H](C)O3)cc1,1,-17
C[C@H]1CN([C@@H](C)CO)C(=O)c2cccc(NS(=O)(=O)c3ccc(Cl)cc3)c2O[C@@H]1CN(C)Cc1ccccc1,2,2
C[C@H]1CN([C@@H](C)CO)C(=O)c2cccc(NC(=O)C3CC3)c2O[C@@H]1CN(C)Cc1ccc(Oc2ccccc2)cc1,-27,68*

# One compound at a time, as listed above. Values in the order: INS-1E ATP HTS | T cruzi intra
# `C[C@H]1CN([C@@H](C)CO)C(=O)c2cc(NC(=O)C3CC3)ccc2O[C@@H]1CN(C)C(=O)Nc1ccc2c(c1)OCO2` reads / | 1
# `COc1ccc(NC(=O)Nc2ccc3c(c2)C(=O)N([C@@H](C)CO)C[C@@H](C)[C@H](CN(C)C(=O)Nc2c(C)noc2C)O3)cc1` reads 10 | -27

# (list continues)
SMILES,INS-1E ATP HTS,T cruzi intra
C[C@H]1CN([C@@H](C)CO)C(=O)Cc2cc(NC(=O)C3CCCCC3)ccc2O[C@@H]1CN(C)S(=O)(=O)c1cn(C)cn1,9,4
COc1ccc(NC(=O)N(C)C[C@@H]2OCc3cn(nn3)CCCC(=O)N([C@@H](C)CO)C[C@@H]2C)cc1,/,-24
C[C@@H]1CN([C@@H](C)CO)C(=O)CCCn2nncc2CO[C@@H]1CN(C)C(=O)Nc1ccccc1,3,-7
C[C@@H]1CN([C@@H](C)CO)C(=O)c2cc(NC(=O)Cc3cn(C)c4ccccc34)ccc2O[C@H]1CN(C)Cc1ccccc1,-8,15
C[C@H]1CN([C@@H](C)CO)C(=O)c2cc(NC(=O)c3ccncc3)ccc2O[C@H]1CN(C)Cc1ccc(Cl)c(Cl)c1,-10,-6
Cc1ccc(S(=O)(=O)N(C)C[C@@H]2Oc3ccc(NC(=O)C4CC4)cc3C(=O)N([C@@H](C)CO)C[C@@H]2C)cc1,-3,-3
C[C@H]1CN([C@@H](C)CO)C(=O)Cc2cc(NC(=O)c3ccncc3)ccc2O[C@@H]1CN(C)C(=O)NC1CCCCC1,1,-9
CNC[C@@H]1Oc2c(NS(=O)(=O)c3cn(C)cn3)cccc2C(=O)N([C@@H](C)CO)C[C@@H]1C,11,-9
C[C@@H]1CN([C@H](C)CO)C(=O)c2cccc(NC(=O)Nc3ccc4c(c3)OCO4)c2O[C@H]1CN(C)S(=O)(=O)c1cccs1,-8,31
C[C@@H]1CN([C@@H](C)CO)C(=O)CCCn2cc(nn2)CO[C@@H]1CN(C)C(=O)Nc1ccccc1,/,-8
Cc1noc(C)c1S(=O)(=O)N(C)C[C@@H]1Oc2ccc(NC(=O)NC3CCCCC3)cc2CC(=O)N([C@@H](C)CO)C[C@@H]1C,0,-2
C[C@@H]1CN([C@@H](C)CO)C(=O)c2cccc(N(C)C)c2O[C@@H]1CN(C)S(=O)(=O)c1ccc(Cl)cc1,5,1
C[C@@H]1CN([C@H](C)CO)C(=O)c2cc(NC(=O)Nc3ccccc3)ccc2O[C@@H]1CN(C)Cc1ccc(Oc2ccccc2)cc1,-24,1
COc1ccc(S(=O)(=O)Nc2ccc3c(c2)C(=O)N([C@H](C)CO)C[C@@H](C)[C@@H](CN(C)CC2CCCCC2)O3)cc1,-1,8
CC(C)NC(=O)Nc1cccc2c1O[C@@H](CN(C)CC1CCCCC1)[C@H](C)CN([C@@H](C)CO)C2=O,-6,-8
C[C@H]1CN([C@@H](C)CO)C(=O)c2cc(NC(=O)NC3CCCCC3)ccc2O[C@H]1CN(C)S(=O)(=O)c1ccc(Cl)cc1,10,0
O=C(NO)c1ccc(C(=O)N/N=C/c2ccccc2O)cc1,9,-31
C[C@@H]1CN([C@@H](C)CO)C(=O)c2cc(NC(=O)CCCCCC(=O)Nc3ccccc3N)ccc2O[C@@H]1CN(C)S(=O)(=O)c1ccc(Cl)cc1,10,-17
C[C@H](CO)N1C[C@H](C)[C@H](CN(C)S(C)(=O)=O)Oc2ncc(/C=C/c3ccccc3)cc2C1=O,/,19
COc1ccc(CN(C)C[C@@H]2Oc3c(NC(=O)c4cnccn4)cccc3C(=O)N([C@H](C)CO)C[C@H]2C)cc1,1,-5
C[C@H]1CN([C@@H](C)CO)C(=O)Cc2cc(NS(=O)(=O)c3cccs3)ccc2O[C@@H]1CN(C)S(=O)(=O)c1cn(C)cn1,7,-16
C[C@H](CO)N1C[C@H](C)[C@@H](CN(C)Cc2ccc(C(=O)Nc3ccccc3N)cc2)Oc2c(NC(=O)Nc3ccc(F)cc3)cccc2C1=O,-9,52
C[C@@H]1CN([C@H](C)CO)C(=O)c2cccc(NC(=O)c3ccncc3)c2O[C@@H]1CN(C)S(=O)(=O)c1ccccc1,18,-6
COc1ccc(CN(C)C[C@@H]2Oc3c(NC(=O)C4CCCCC4)cccc3C(=O)N([C@H](C)CO)C[C@@H]2C)cc1,-2,-4
C[C@H]1CN([C@@H](C)CO)C(=O)Cc2cc(NC(=O)CCC(F)(F)F)ccc2O[C@@H]1CN(C)Cc1ccc(C(=O)Nc2ccccc2N)cc1,-3,45

# Further entries follow:
SMILES,INS-1E ATP HTS,T cruzi intra
CNC[C@H]1Oc2c(NC(=O)c3nc4ccccc4s3)cccc2C(=O)N([C@@H](C)CO)C[C@@H]1C,-5,-2
C[C@H](CO)N1C[C@H](C)[C@@H](CN(C)S(=O)(=O)c2cccc(F)c2)OCc2cn(nn2)CCCC1=O,/,-8
C[C@@H]1CN([C@@H](C)CO)C(=O)c2cc(NC(=O)Cc3cn(C)c4ccccc34)ccc2O[C@@H]1CN(C)Cc1ccc2c(c1)OCO2,-12,-4
C[C@@H]1CN([C@H](C)CO)C(=O)Cc2cc(NC(=O)CCCCCC(=O)Nc3ccccc3N)ccc2O[C@H]1CN(C)Cc1ccc2c(c1)OCO2,-5,-24
Cc1ccc(S(=O)(=O)Nc2ccc3c(c2)C(=O)N([C@H](C)CO)C[C@H](C)[C@@H](CN(C)C(=O)Nc2ccc4c(c2)OCO4)OCCCC[C@@H](C)O3)cc1,-3,-9
C[C@@H]1CN([C@@H](C)CO)C(=O)c2cc(NC(=O)C3CC3)ccc2O[C@@H]1CN(C)CC1CCCCC1,/,4
C[C@H](CO)N1C[C@H](C)[C@@H](CN(C)S(=O)(=O)c2ccccc2)Oc2c(NS(=O)(=O)c3cn(C)cn3)cccc2C1=O,6,-8
Cc1noc(C)c1NC(=O)N(C)C[C@H]1Oc2ccc(NC(=O)NC(C)C)cc2C(=O)N([C@H](C)CO)C[C@@H]1C,12,-17
COc1ccc(NC(=O)N(C)C[C@H]2Oc3c(NS(=O)(=O)c4ccc(OC)cc4)cccc3C(=O)N([C@H](C)CO)C[C@@H]2C)cc1,5,-15
Cc1cc(C(=O)Nc2cccc3c2O[C@@H](CN(C)S(=O)(=O)c2ccccc2)[C@H](C)CN([C@@H](C)CO)C3=O)n(C)n1,-1,-8
CC(C)NC(=O)N(C)C[C@H]1OCCCC[C@@H](C)Oc2ccc(NC(=O)Nc3ccccc3)cc2C(=O)N([C@H](C)CO)C[C@@H]1C,-3,-4
C[C@@H]1CN([C@H](C)CO)C(=O)Cc2cc(N(C)C)ccc2O[C@H]1CN(C)Cc1ccc(C(F)(F)F)cc1,20,64*
Cc1noc(C)c1S(=O)(=O)Nc1ccc2c(c1)C(=O)N([C@@H](C)CO)C[C@H](C)[C@@H](CN(C)C(=O)Nc1ccc(F)cc1)O2,/,-10
CC(C)NC(=O)N(C)C[C@H]1Oc2ccc(NC(=O)c3ccncc3)cc2CC(=O)N([C@@H](C)CO)C[C@@H]1C,-10,-18
C[C@@H]1CN([C@H](C)CO)C(=O)c2cc(NC(=O)Nc3ccc(F)cc3)ccc2O[C@H]1CN(C)Cc1ccc2c(c1)OCO2,/,-34
C[C@H]1CN([C@@H](C)CO)C(=O)c2cccc(NS(=O)(=O)c3cccs3)c2O[C@@H]1CN(C)Cc1ccc(C(=O)O)cc1,10,-29
C[C@@H]1CN([C@@H](C)CO)C(=O)c2cc(NC(=O)C3CC3)ccc2O[C@H]1CN(C)C(=O)Nc1cccc2ccccc12,2,-1
Cc1ccc(S(=O)(=O)N(C)C[C@@H]2Oc3ccc(NC(=O)Cc4ccccc4)cc3C(=O)N([C@@H](C)CO)C[C@H]2C)cc1,5,21

# In the list so far, these have a Cl atom.
SMILES,INS-1E ATP HTS,T cruzi intra
CC(C)NC(=O)Nc1cccc2c1O[C@@H](CN(C)S(=O)(=O)c1ccc(Cl)cc1)[C@@H](C)CN([C@@H](C)CO)C2=O,10,-95
Cc1noc(C)c1NC(=O)Nc1ccc2c(c1)C(=O)N([C@@H](C)CO)C[C@H](C)[C@H](CN(C)S(=O)(=O)c1ccc(Cl)cc1)O2,6,-14
C[C@H]1CN([C@@H](C)CO)C(=O)c2cccc(NS(=O)(=O)c3ccc(Cl)cc3)c2O[C@@H]1CN(C)Cc1ccccc1,2,2
C[C@H]1CN([C@@H](C)CO)C(=O)c2cc(NC(=O)c3ccncc3)ccc2O[C@H]1CN(C)Cc1ccc(Cl)c(Cl)c1,-10,-6
C[C@@H]1CN([C@@H](C)CO)C(=O)c2cccc(N(C)C)c2O[C@@H]1CN(C)S(=O)(=O)c1ccc(Cl)cc1,5,1
C[C@H]1CN([C@@H](C)CO)C(=O)c2cc(NC(=O)NC3CCCCC3)ccc2O[C@H]1CN(C)S(=O)(=O)c1ccc(Cl)cc1,10,0
C[C@@H]1CN([C@@H](C)CO)C(=O)c2cc(NC(=O)CCCCCC(=O)Nc3ccccc3N)ccc2O[C@@H]1CN(C)S(=O)(=O)c1ccc(Cl)cc1,10,-17

# Screens as filed in PubChem BioAssay.

# Not a hit list; about 5.1% have a hit in one of these screens.
